# High-throughput results deposited in PubChem BioAssay by NCI.
# NCI-60 one-dose screen, 48 h, at 10 µM unless noted. Numbers give growth in % (100 = growth as untreated, 0 = no growth, -100 = all killed).
# OVCAR-5: OVCAR-5 ovarian cancer; 2.9% of 82,000 active
# SK-OV-3: SK-OV-3 ovarian cancer cells; 3.2% of 80,000 active
# 786-0: 786-0 renal cancer cells. 5.1% of 81,000 active
# SN12C: SN12C renal cancer cells | 3.8% of 81,000 active
# OVCAR-4: OVCAR-4 ovarian cancer cells; 3.7% of 80,000 active
# UO-31: UO-31 renal cancer | 5.2% of 81,000 active | AID 1794768
# TK-10: TK-10 renal cancer cells; 3.9% of 81,000 active; AID 1794769
# IGROV1: IGROV1 ovarian cancer. 4.7% of 79,000 active. AID 1794786
# An asterisk follows results filed as active; · = no result given; & = joins results of further samples. How the source made its calls: active means growth percent below 10; inactive means the rest.
smiles	OVCAR-5	SK-OV-3	786-0	SN12C	OVCAR-4	UO-31	TK-10	IGROV1
COc1ccc(/C=C\c2cc(OC)c(OC)c(OC)c2)cc1OCC(=O)Nc1ccc2nc(C)sc2c1	112	78	80	52	43	5.7*	1.0*	25
O=S(=O)(O)C1(O)CCc2ccccc2C1 (stereo not given)	112	83	106	97	96	76	122	97
CC(=O)Oc1ccc(Cc2ccccc2)cc1	195	112	82	94	90	76	102	118
Cc1ccc(C(=O)NN)cc1	116	110	106	·	98	104	110	124
COc1cc(OC)cc(C(=O)C[n+]2cccc3c4ccccc4ccc32)c1	81	84	86	79	32	84	94	86
CCCCCc1cc[n+](CC(=O)c2ccc(Cl)cc2)cc1	71	99	76	·	96	91	98	87
CC(C)C(C#N)(C(C)C)C(C)C	108	109	113	100	109	81	96	103
CC1(O)COCCCCOc2c(CN)cccc2NC(=O)c2nc(cnc2N)-c2ccc(cc2)S(=O)(=O)C(C)(C)C1 (stereo not given)	3.7*	·	-58*	-81*	-70*	-98*	-36*	-57*
CSc1c2ccccc2nc2[nH]c3ccccc3c12	104	91	104	90	90	84	163	82
O=S(=O)(c1ccc(Br)cc1)c1ccc(Br)cc1	104	116	99	97	111	85	95	103
OCCn1cc(-c2nc3ccc4[nH]ncc4c3c3c2CCCC3)cn1	98	15	43	37	64	22	17	52
Cc1ccc(-c2cc(Cc3c(Cl)cccc3Cl)c(=O)n(Cn3cnc4c(N)ncnc43)n2)cc1C	97	101	106	98	102	68	124	106
O=C1Nc2ccccc2/C1=C/c1cn(-c2nc(N3CCCCC3)nc(N3CCOCC3)n2)c2ccccc12	106	99	98	96	108	63	127	92
CCOC(=O)c1nn(C2CCCCO2)c2ccc(NC(=O)CSc3nnc(N)s3)cc12 (stereo not given)	103	·	99	102	105	86	105	108
CCOC(=O)C(=Cc1c[nH]c2ccccc12)C(=O)OCC	109	102	107	106	99	60	120	99
C=CCNC(=O)SCC	108	107	104	103	119	88	108	122
COc1ccc(-c2cc(-c3ccccc3)[nH]c(=O)c2N(C)C)cc1	90	102	94	99	111	104	106	124
Cn1c2c(cc(S(=O)(=O)c3ccccc3)c1=O)CCc1c-2cnn1-c1cccc(Cl)c1	93	87	92	90	61	-85*	87	97
NC(=O)c1ccccc1Cl	108	104	102	106	110	94	·	105
COc1ccc(-c2cc(-c3cccc(OCC(=O)O)c3)[nH]c(=O)c2C#N)cc1	91	96	104	93	103	71	114	105
Cc1c2cnccc2c(C)c2c1c1cc(C#N)ccc1n2C	-15*	-3.2*	-16*	-5.3*	-39*	-4.3*	-13*	-11*
CCOC(=O)NC(/C=C/c1ccccc1)NC(=O)OCC	108	90	103	99	109	91	100	106
C[N+](C)(C)CC(O)CC(=O)O (stereo not given)	·	110	98	102	104	93	119	106
COc1ccc(Nc2[nH]n3c(=O)cc(C)nc3c2C(=O)Nc2ccc(C)cc2)c(OC)c1	88	89	90	93	98	76	94	102
COc1cc(OC)cc(-c2cncn2-c2ccc(-c3nc4cc(OC)c(OC)c(OC)c4s3)cc2)c1	87	102	63	66	41	16	83	78
CNC1=C([N+](=O)[O-])C(c2cc3cc(OC)ccc3nc2Cl)C(C#N)=C(c2cccs2)O1 (stereo not given)	101	92	100	99	85	66	111	97
CC1(COc2ccc3ncc(C#Cc4cncc(C(=O)Nc5cc(C(C)(C)C)on5)c4)n3n2)COC1	56	61	52	30	56	27	92	25
COC(=O)c1cncn1Cc1ccccc1	110	103	93	101	112	73	113	114
COC(=O)c1nc(-c2ccccc2)oc1S(=O)(=O)N1CCN(c2ccccc2)CC1	90	102	90	96	99	82	107	90
Cc1ccc(Cl)cc1NCN1C(=O)c2ccccc2C1=O	95	90	98	90	114	68	90	102

# Full records from above. Values in the order: OVCAR-5	SK-OV-3	786-0	SN12C	OVCAR-4	UO-31	TK-10	IGROV1
# Cc1c2cnccc2c(C)c2c1c1cc(C#N)ccc1n2C is listed as -15*	-3.2*	-16*	-5.3*	-39*	-4.3*	-13*	-11*
# C[N+](C)(C)CC(O)CC(=O)O (stereo not given) is listed as ·	110	98	102	104	93	119	106
# Cc1ccc(Cl)cc1NCN1C(=O)c2ccccc2C1=O is listed as 95	90	98	90	114	68	90	102
# CNC1=C([N+](=O)[O-])C(c2cc3cc(OC)ccc3nc2Cl)C(C#N)=C(c2cccs2)O1 (stereo not given) is listed as 101	92	100	99	85	66	111	97

# (listing goes on)
smiles	OVCAR-5	SK-OV-3	786-0	SN12C	OVCAR-4	UO-31	TK-10	IGROV1
COc1cc2cc(NCc3ccc(OC(F)F)cc3)nc(C)c2cc1OC	56	58	62	63	74	39	54	48
c1cc(C2CCCCC2)ccc1OCCCCCCN1CCNCC1	41	84	58	59	42	57	57	8.8*
CC(=O)N1N=C(c2ccc(Nc3nc(Nc4ccc(F)cc4)nc(Nc4ccc(F)cc4)n3)cc2)CC1c1cccc([N+](=O)[O-])c1 (stereo not given)	76	110	86	98	48	73	104	77
CC(C)(O)C(F)(Cl)Cl	105	107	98	105	102	84	94	107
CCOC(=O)/C(C)=N/Nc1ccccc1	83	96	98	98	117	83	120	93
C=CC[n+]1ccccc1	114	117	·	107	116	95	113	112
Clc1ccc2c(c1)C=C1CCCCC3=Cc4cc(Cl)ccc4OC13O2	102	94	101	99	111	87	92	109
CC(=O)N(O)C(C)C#Cc1cccc(NS(=O)(=O)c2ccc(F)cc2)c1 (stereo not given)	92	86	100	91	97	74	119	85
CCN(CCO)C1c2ccccc2-c2ccccc21	101	107	105	96	102	79	86	97
CCCCCCN(N=O)c1nc2c(c(=O)n(C)c(=O)n2C)n1C	98	76	93	106	94	95	98	99

# An excerpt from above with just UO-31, TK-10 and SN12C:
structure | UO-31 | TK-10 | SN12C
CC(=O)N(O)C(C)C#Cc1cccc(NS(=O)(=O)c2ccc(F)cc2)c1 (stereo not given) | 74 | 119 | 91
O=S(=O)(c1ccc(Br)cc1)c1ccc(Br)cc1 | 85 | 95 | 97
CNC1=C([N+](=O)[O-])C(c2cc3cc(OC)ccc3nc2Cl)C(C#N)=C(c2cccs2)O1 (stereo not given) | 66 | 111 | 99
CCCCCCN(N=O)c1nc2c(c(=O)n(C)c(=O)n2C)n1C | 95 | 98 | 106

# Carrying on.
smiles	OVCAR-5	SK-OV-3	786-0	SN12C	OVCAR-4	UO-31	TK-10	IGROV1
CC(C)(C)C1=CC(=C2C=C(C(C)(C)C)C(=O)C(C(C)(C)C)=C2)C=C(C(C)(C)C)C1=O	103	95	103	88	87	77	96	96
O=C1CCC(OC(c2ccc(Cl)cc2)c2ccc(Cl)cc2)N1 (stereo not given)	108	121	98	105	119	85	104	99
Nc1cc([N+](=O)[O-])ccc1Cl	106	117	110	97	107	71	104	96
COc1ccc(/C=C/C(=O)c2ccc(NC(=O)CSc3nnc(-c4cc(OC)c(OC)c(OC)c4)n3-c3ccccc3)cc2)cc1	138	117	90	94	100	61	100	98
C#CCn1c(-c2ccc(OC3CCCC3)c(OC)c2)nc(-c2ccccc2)c1-c1ccccc1	90	87	90	62	89	82	100	109
O=c1[nH]ncc(N/N=C(/C=C/c2ccc(C/C(=N/Nc3cn[nH]c(=O)c3Cl)c3ccccc3)cc2)c2ccccc2)c1Cl	110	107	95	80	93	76	117	105
Cc1ccc(-n2nc3c(c(C#N)c2=O)CC(c2ccc([N+](=O)[O-])cc2)C([N+](=O)[O-])=C3O)cc1 (stereo not given)	111	·	100	104	107	84	117	101
Cc1cc2nc3c4cc(C=O)ccc4n(CCN(C)C)c3nc2cc1C	23	27	28	20	24	-29*	23	5.8*
O=C1CSC(=Nc2ccccc2F)N1	104	108	102	98	103	93	115	106
CCCC(N)=O	109	106	111	98	104	95	114	116
COc1cc(C(=O)Nc2ccc3c(c2)OCO3)cc2c1OCCO2	101	105	95	102	104	100	88	100
CCc1nn(CCCN2CCN(c3cccc(Cl)c3)CC2)c(=O)n1CCOc1ccccc1	92	93	110	82	75	67	105	97
CCN(CC)C(=O)C[N+](C)(C)CCOC(c1ccccc1)c1ccccc1	100	107	102	106	90	93	98	102
ClCc1cccc(CSc2ncnc3c2ncn3Cc2cccc(CCl)c2)c1	116	66	13	2.8*	8.7*	41	48	14
CC(CCN=Cc1ccccc1O)N=Cc1ccccc1O (stereo not given)	102	102	103	96	91	77	112	96
CCCn1nc(-c2ccccc2)c2c(-c3ccccc3)onc2c1=O	88	84	94	82	80	69	106	72
COc1ccc(N2C(=O)C(=S)N(c3ccc(OC)cc3)C2=O)cc1	97	84	100	100	103	67	96	101
O=C(N=Nc1c(O)[nH]c2ccc(Cl)cc12)c1ccc2nc(-c3ccccc3)[nH]c2c1	106	91	47	42	38	79	143	75
O=C(NN1C(=O)/C(=C/C=C/c2ccc([N+](=O)[O-])o2)SC1=S)c1ccccc1O	-99*	-9.9*	-90*	-98*	-100*	-100*	-88*	-95*
O=[N+]([O-])c1ccc(-c2nnc(N3c4ccccc4C=Cc4ccccc43)o2)cc1	101	102	95	90	78	69	112	99
O=C(O)c1ccc(C(=O)O)c(O)c1O	124	101	102	105	116	90	110	123
CN1C(=O)N(C)C2C1NN=C1SC(C(=O)O)=CC(=O)N12 (stereo not given)	106	102	104	104	108	92	96	111
O=[N+]([O-])c1cccc(-c2nc3sccn3c2-c2ccnc(NCCNS(=O)(=O)c3cccc(F)c3)n2)c1	114	116	97	81	73	50	126	76
NCCCCC(N)C(=O)NC(CCCN=C(N)N)C(=O)O (stereo not given)	102	106	116	114	109	89	111	96
OCC(O)C(O)C(O)C(O)C(O)c1nc2ccccc2[nH]1 (stereo not given)	104	92&119	103&104	101&103	92&101	80&90	107&112	105&108
C#CCOc1cccc(Nc2ncnc3c(NC(=O)CCl)cccc23)c1	68	82	-45*	6.8*	-27*	35	64	-59*
N[C@@H]1CCC[C@H]1NCCCCN1C(=O)c2cccc3cccc(c23)C1=O	81	97	58	74	47	56	77	60
CCOC(=O)C1(C#N)Cc2ccccc2C1	103	119	102	101	·	89	101	107
Nc1cc2c(cc1Cl)-c1ccc(Cl)cc1C2=O	100	99	103	93	99	62	117	107
C[N+](C)(C)CCCCCCCCCC[N+](C)(C)C	117	106	109	86	87	96	·	92
C=CCn1c(SCC(=O)Nc2ccc(C(=O)/C=C/c3ccccc3)cc2)nnc1-c1ccc(Cl)cc1	96	73	53	80	33	75	92	79
CCOC(=O)c1sc2nc(-c3ccc(Cl)cc3)nc(N3CCOCC3)c2c1C	95	89	97	73	97	59	101	75
N#CC(c1ccccc1)N(CCCCCCN(C(=O)c1ccccc1)C(C#N)c1ccccc1)C(=O)c1ccccc1 (stereo not given)	·	110	100	95	110	77	103	94
C[C@H]1[C@@H]2[C@H]3CC[C@@H]4[C@@]5(C)CC[C@H](O)C(C)(C)[C@@H]5CC[C@@]4(C)[C@]3(C)CC[C@]23COC1(C)[C@@H](C(=O)/C=C\c1ccc(C(F)(F)F)cc1)C3	100	94	98	98	104	89	102	97
CCc1ccc2c(c1)C(=O)CCC2	108	95	97	96	110	66	97	99
O=C(/C=C/c1ccccc1Br)c1cccc(OCCCCOc2cccc(C(=O)/C=C/c3ccccc3Br)c2)c1	105	104	104	97	101	81	117	92
O=C(Nc1ccc(Nc2ccncc2)cc1)c1ccc(N2C(=O)c3ccccc3C2=O)cc1[N+](=O)[O-]	108	104	109	106	93	78	113	123
N#Cc1c(-c2ccc(Cl)cc2)n2cnnc2[nH]c1=O	100	124	103	94	108	96	·	118
CC(C)CCc1nc2ccc(NCc3ccc(OCCN4CCC(C)CC4)cc3)cc2[nH]1	95	102	77	70	81	57	111	79
Cc1ccccc1NC(=O)c1sc2nc3c(cc2c1N)CCCC3	82	25	34	37	62	45	57	57
CS(=O)(=O)Nc1cc(-c2ccc3ncnc(Nc4ccc5c(cnn5Cc5cccc(F)c5)c4)c3c2)cnc1Cl	7.2*	-18*	13	3.8*	26	16	-16*	-51*
CCN(CC)c1ccc(/C=C/c2cc(C)c3ccccc3n2)cc1	92	58	95	60	83	67	70	54
COc1ccc2c(c1)C(=O)/C(=C/c1ccc(OCC(=O)c3ccc(Cl)cc3)cc1)O2	105	99	115	92	78	·	132	·
CC/C=C/CO[C@H]1Cc2cc3ccc(=O)oc3cc2OC1(C)C	101	97	106	94	77	74	92	82
O=C(Nc1ccc(NC(=O)c2ccc(-n3c(=O)[nH]c4ccccc4c3=O)cc2)cc1)c1ccc(-n2c(=O)[nH]c3ccccc3c2=O)cc1	120	111	104	92	104	84	121	106
COc1cc2ncn3c(=O)c4c5c(sc4nc3c2cc1OC)CCCCC5	99	100	106	105	101	93	·	79
COc1ccc2c(C3(c4c[nH]c5cc(OC)ccc45)C(=O)Nc4ccc(F)cc43)c[nH]c2c1	88	84	98	97	81	54	141	66
COc1ccc2c(c1)CCCN2C(N)=Nc1ccc(Cl)cc1	88	96	89	93	87	52	111	68
CC1NC(=S)NC(=O)/C1=C\c1cc(=O)oc2c1ccc1ccccc12 (stereo not given)	102	103	96	104	95	92	111	98
O=C(CSc1nnc(-c2ccc(Cl)cc2)n1-c1ccccc1)Nc1ccccc1F	93	105	68	76	74	77	103	78
O=C(O)CNC(=O)c1cn(-c2ccccc2)nc1-c1ccc(Cl)s1	98	97	76	98	104	90	114	111
Cc1n[nH]c(C)c1N=Nc1ccc(-c2cc(-c3ccc(N=Nc4c(C)n[nH]c4C)cc3)cc(-c3ccc(N=Nc4c(C)n[nH]c4C)cc3)c2)cc1	103	108	105	100	109	76	113	104
O=C(CNc1nc(-c2cccc([N+](=O)[O-])c2)cs1)Nc1ccccc1Cl	95	111	90	95	101	74	89	96
